PPARg SRC1 recr = PPARgamma agonists recruiting SRC-1 coactivator, primary screen, biochemical; Peroxisome proliferator-activated receptor gamma (Homo sapiens), P37231; PPARgamma-SRC-1 coactivator recruitment biochemical assay; activation, % at 8 µM; 200,000 tested, 0.41% active; AID 631, 2007; in the data active = activation above about 19%;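 note: 0% = DMSO and 100% = reference agonist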
Target sequence (P37231 whole entry, looked up): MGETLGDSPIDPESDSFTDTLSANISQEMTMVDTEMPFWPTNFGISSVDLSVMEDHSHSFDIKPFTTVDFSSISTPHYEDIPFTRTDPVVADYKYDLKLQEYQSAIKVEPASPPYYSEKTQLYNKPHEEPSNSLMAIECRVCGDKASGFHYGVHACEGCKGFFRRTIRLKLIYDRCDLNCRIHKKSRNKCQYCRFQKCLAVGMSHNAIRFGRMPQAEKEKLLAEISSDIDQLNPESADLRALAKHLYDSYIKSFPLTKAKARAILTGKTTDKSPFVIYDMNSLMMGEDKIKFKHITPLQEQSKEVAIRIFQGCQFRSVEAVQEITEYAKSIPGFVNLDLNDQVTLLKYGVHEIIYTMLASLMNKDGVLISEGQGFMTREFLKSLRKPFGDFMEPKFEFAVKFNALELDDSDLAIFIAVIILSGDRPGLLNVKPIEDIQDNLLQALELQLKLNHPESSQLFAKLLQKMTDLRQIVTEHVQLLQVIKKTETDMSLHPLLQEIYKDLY
TNAP act hiacc = TNAP activators at high phosphate acceptor level, primary screen, biochemical, luminescence, uHTS; purified TNAP, CDP-star luminescence, 1 M DEA, 30 min; stronger effect = higher value; 0 = EDTA background, 1 = DMSO-only activity; Alkaline phosphatase, tissue-nonspecific isozyme (Homo sapiens), P05186; 200,000 tested, under 10 active; activation factor at 20 µM;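 active = activation factor at least 2 at 20 µM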
Target sequence (P05186 whole entry, looked up): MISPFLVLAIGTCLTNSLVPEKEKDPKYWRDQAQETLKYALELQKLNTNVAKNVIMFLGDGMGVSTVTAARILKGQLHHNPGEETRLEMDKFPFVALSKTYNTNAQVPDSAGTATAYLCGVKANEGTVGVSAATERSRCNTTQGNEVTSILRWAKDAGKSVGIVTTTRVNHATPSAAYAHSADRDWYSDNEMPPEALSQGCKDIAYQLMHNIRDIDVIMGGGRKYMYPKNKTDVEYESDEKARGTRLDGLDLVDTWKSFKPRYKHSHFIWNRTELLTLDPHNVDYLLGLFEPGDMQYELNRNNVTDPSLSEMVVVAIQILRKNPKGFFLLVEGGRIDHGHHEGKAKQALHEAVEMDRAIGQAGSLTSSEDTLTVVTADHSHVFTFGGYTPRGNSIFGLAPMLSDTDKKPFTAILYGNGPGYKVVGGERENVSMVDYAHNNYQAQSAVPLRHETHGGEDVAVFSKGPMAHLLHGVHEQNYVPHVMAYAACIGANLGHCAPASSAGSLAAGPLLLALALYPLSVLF
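Test system – human TNAP · Doses – 20 µM single point · Incubation – 30 min, room temperature · Signal – luminescent substrate turnover signal · Read-out basis – activation factor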
bIAP activator = bovine intestinal alkaline phosphatase activators, primary screen, biochemical, bovine IAP, CDP-star luminescence. alkaline phosphatase, intestinal [Bos taurus]. purified bovine IAP, 30 min; stronger effect = higher value; fold of DMSO-control signal, blank-subtracted. activation factor at 20 µM. 200,000 tested, 0.17% active;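 active = activation factor of 2 or more at 20 µM, a signal rise over negative controls twice the positive control's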
PPARg SRC2 recr = agonists of PPARg-SRC-2 recruitment, primary screen, biochemical, HTS; Peroxisome proliferator-activated receptor gamma (Homo sapiens), P37231; PPARgamma LBD-SRC-2 recruitment; activation, % at 8 µM; 200,000 tested, 0.34% active; in the data active = activation above about 22%;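 note: 0% = vehicle and 100% = reference agonist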
TNAP inh hi DEA = human TNAP enzyme inhibitors, primary screen, biochemical, luminescent, high phosphate acceptor level, uHTS | Alkaline phosphatase, tissue-nonspecific isozyme (Homo sapiens), P05186 | purified TNAP, CDP-star luminescence, 1 M DEA | inhibition, % at 20 µM | 200,000 tested, 0.03% active;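 active = over 50% inhibition of tissue-nonspecific alkaline phosphatase at 20 µM in the single-dose screen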;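 note: plate controls were DMSO wells for no effect and EDTA-quenched wells as full inhibition for full effect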
bIAP inhibitor = bovine intestinal alkaline phosphatase inhibitors, primary screen, selectivity assay for TNAP inhibitor project, biochemical, bovine IAP, CDP-star luminescence. inhibition, % at 20 µM. alkaline phosphatase, intestinal [Bos taurus]. AID 1019, 2008. purified bovine IAP, 30 min. 190,000 tested, under 10 active;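 active = over 50% inhibition of intestinal alkaline phosphatase at 20 µM in the single-dose screen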
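System: purified bovine intestinal alkaline phosphatase (IAP) enzyme; Input: IAP diluted 1/65,000,000 in the well; Measured by: CDP-star luminescence signal; Compound dosing: 20 µM single dose; Incubation: 30 min reaction at room temperature.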
PPARg SRC3 recr = PPARgamma agonists recruiting SRC-3 coactivator, primary screen, biochemical | 200,000 tested, 0.26% active | Peroxisome proliferator-activated receptor gamma (Homo sapiens), P37231 | AID 731, 2007 | biochemical PPARgamma/SRC-3 coactivator recruitment assay | activation, % at 8 µM; in the data active = activation above about 23%;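 note: 0% = DMSO and 100% = reference agonist; some compounds past the cut are filed as inactive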
TR-FRET SRC-2 ct = TR-FRET signal artefacts, primary screen, artefact control for PPARgamma SRC-2 agonist project, biochemical; TR-FRET artefact counter-screen; stronger effect = higher value; TR-FRET ratio at 8 µM; 200,000 tested, 0.4% active; AID 1049, 2008; in the data active = TR-FRET ratio above about 2000; note: inactives centre near 1500
TNAP inh noacc = human TNAP enzyme inhibitors, primary screen, biochemical, luminescent, no phosphate acceptor, uHTS | 200,000 tested, 0.26% active | purified TNAP, CDP-star luminescence, 30 min | Alkaline phosphatase, tissue-nonspecific isozyme (Homo sapiens), P05186 | inhibition, % at 20 µM;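 active = tissue-nonspecific alkaline phosphatase inhibition above about 50% at 20 µM in the single-dose screen, limit read from the data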;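 note: 0% = DMSO negative control and 100% = EDTA positive control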
Efa HMGR inh = inhibitors of E. faecalis class II HMGR, primary screen, biochemical, Enterococcus faecalis; HMG-CoA reductase (Enterococcus faecalis, mvaE); inhibition, % at 10 µM; 190,000 tested, 0.41% active; purified E. faecalis HMGR, NADPH absorbance 340 nm kinetic; AID 1066, 2008;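 active = inhibition above a set limit, the median over all tested compounds plus 3 SD, cut at about 9.5% in these data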;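 note: enzyme runs in reverse so mevalonate oxidation gives rising NADPH absorbance; 0% = complete reaction with DMSO and 100% = background rate lacking mevalonate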
Starred values were filed as active, the others as inactive; / = no result given.

#	SMILES	PPARg SRC1 recr	TNAP act hiacc	bIAP activator	PPARg SRC2 recr	TNAP inh hi DEA	bIAP inhibitor	PPARg SRC3 recr	TR-FRET SRC-2 ct	TNAP inh noacc	Efa HMGR inh
1	CCOC(=O)C1CCc2nc3ccccc3c(=O)n21 (stereo not drawn)	3	1.1	0.9	1	-9	14	4	1479	-11	-8
2	Cc1c(NS(=O)(=O)c2cc(NC(=O)CCN3CCCC(C)C3)ccc2Cl)c(=O)n(-c2ccccc2)n1C (stereo not drawn)	5	1.1	1.2	9	-6	-17	5	1564	-12	-6
3	COc1cc(/C=C(\NC(C)=O)C(=O)NC(C)(C)C)ccc1OC(C)=O	6	1	1.1	2	-2	-10	3	1560	-11	-4
4	S=c1[nH]nc(-c2cc(-c3ccsc3)n[nH]2)n1-c1cccc2ccccc12	2	1	1	7	-2	-1	5	1738	-114	-9
5	O=C(COc1ccc(C(F)(F)F)cc1[N+](=O)[O-])Nc1cccc(C(F)(F)F)c1	3	1	0.8	9	-4	19	4	1722	-13	0
6	CCSc1nnc(NS(=O)(=O)c2ccc(C)cc2)s1	7	1	1.2	2	-4	-25	-1	1516	-5	6
7	COC(=O)N/N=C/c1cc(C)n(-c2cccc3ccccc23)c1C	1	1	1	6	4	-5	1	1637	-4	1
8	O=C(O)CCN1C(=O)/C(=C\c2ccc(-c3nc4ccccc4s3)o2)SC1=S	2	0.8	0.4	1	21	/	-10	1452	38	5
9	CCn1ccc(-c2ccccc2)c(C#N)c1=O	5	1.1	1	8	-5	-1	0	1590	-3	1
10	CC(C1CCN(Cc2nc(C3CC3)no2)CC1)N1CCOCC1 (stereo not drawn)	-4	1	1	3	0	-2	4	1583	-3	-3
11	O=C(CSc1nc2ccccc2[nH]1)N/N=C/C=C/c1ccccc1[N+](=O)[O-]	-1	1.1	1.1	8	-6	-7	2	1466	-34	-5
12	CCCCn1c(O)c(N=NC(=O)Cn2c(C(F)(F)F)nc3ccccc32)c2ccccc21	-2	1	1	3	-2	4	-2	1525	2	4
13	CSc1nnc2c3c4c(sc3nc(-n3nc(C)cc3C)n12)COC(C)(C)C4	6	1.1	1	-5	-10	-2	9	1748	-4	0
14	Cc1ccc(NC(=O)CN(C)C(=O)CSc2n[nH]c(N)n2)cc1	-1	1.1	1	9	-7	3	-5	1659	-5	-9
15	OCc1c(Cl)nc2ccccn12	-6	1	1.1	2	0	-5	-2	1275	1	1
16	CCOc1ccccc1N1CCN(Cc2ccco2)CC1	5	1	1.1	-1	-5	-10	-4	1508	-10	1
17	CCCSc1nc(-c2ccccc2)cc(C(F)(F)F)c1C#N	0	1	0.8	4	1	20	11	1794	-3	-5
18	CCn1c(SC)nnc1-c1ccc(S(=O)(=O)N2CCCCC2)cc1	-4	/	/	-2	/	/	-9	1384	/	/
19	CCNS(=O)(=O)c1ccc(NS(=O)(=O)c2cc(C)ccc2C)cc1	4	1	1	2	-3	2	7	1550	-7	1
20	COc1ccc(-c2csc(NC(=O)COc3ccc(N(C)S(=O)(=O)c4ccc(C)cc4)cc3)n2)cc1	3	1	1	-11	-2	0	3	1692	-28	0
21	CCOC(=O)c1cnc2c(Cl)c(Cl)ccc2c1N1CCN(C)CC1	-1	1	1.1	-2	-2	-7	-2	1602	-6	1
22	Cc1cccc(N=C/C(C(=O)C(F)(F)F)=C(\O)c2ccco2)c1	5	1	1	6	-2	2	7	1740	-8	-6
23	NC(=O)c1ccc(F)cc1	5	/	/	-3	/	/	3	1469	/	1
24	COc1ccc(C(=O)NCc2ccncc2)cc1OC	-7	1	0.9	-2	-3	5	-5	1662	-8	1
25	NS(=O)(=O)c1ccc(NC(=O)NC2CCCCC2)cc1	7	1	0.9	2	-2	6	10	1763	-7	-4
26	O=C(C1=C(O)C(=O)N(Cc2ccco2)C1c1cccs1)c1cccs1 (stereo not drawn)	16	1	1	-1	1	2	1	1663	-9	-4
27	O=C1CCC(/C=C/c2ccccc2)=NN1Cc1ccccc1Cl	1	1	0.8	5	-3	19	-3	1567	-7	-4
28	NC(=O)C1CC(=O)N(c2ccc(OCc3ccc(Cl)cc3Cl)cc2)C1 (stereo not drawn)	7	1	1.1	7	0	-9	5	1742	-2	-4
29	Cc1cccc(N2CCN(C(=O)n3ccnc3)CC2)c1C	1	1.1	1.1	10	-6	-12	12	1792	-10	-3
30	CCCCCCCCCCC[C@@H](C[C@@H]1OC(=O)[C@H]1CCCCCC)OC(=O)[C@H](CC(C)C)NC=O	0	1.1	1	0	-7	-2	3	1529	-20	3
31	Cc1nc2nc(COc3ccccc3)nn2c(C)c1Cl	1	1.1	0.9	9	-7	13	-4	1657	-5	0
32	N#CC1=C(N)C(C#N)(C#N)C(c2cccnc2)C2COCC=C12 (stereo not drawn)	11	/	/	2	/	/	-6	1422	/	-6
33	COC(=O)c1cc(C(=O)OCC(=O)NC2CCS(=O)(=O)C2)cc([N+](=O)[O-])c1 (stereo not drawn)	7	1	1.1	4	0	-5	-3	1495	-5	-1
34	COC(=O)C(C)N(C(=O)c1ccc(Cl)cc1)c1c(C)cccc1C (stereo not drawn)	6	1	1	8	1	0	3	1526	21	1
35	COc1ccc(CC2(CO)CCN(Cc3cccc4nccnc34)CC2)cc1	4	1	1	10	1	3	5	1652	1	1
36	CCCCC(=O)Nc1ccc(C(=O)NNC(=O)c2ccc(C)c(Br)c2)cc1	2	1	0.9	-3	2	10	-5	1432	-42	-2
37	CCOC(=O)c1c(NC(=O)c2ccc(S(=O)(=O)N3CCOCC3)cc2)sc2c1CCN(C)C2	-3	1	1.2	-6	-3	-19	-1	1508	-9	-5
38	COC(=O)Cc1c(C)c2cc(Cl)c(OC(=O)c3ccco3)cc2oc1=O	-5	1	1	2	-5	0	2	1532	-13	-1
39	O=C(CSc1ccsc1[N+](=O)[O-])NCCc1ccccc1	-3	1	0.7	7	0	34	-1	1402	-2	-2
40	CCCCNc1nnc(SCC(=O)N2CCN(S(=O)(=O)c3ccc4ccccc4c3)CC2)s1	2	1.1	1	3	-9	-1	-6	1429	-14	-2

Laid out differently: entries from further up.
[24] COc1ccc(C(=O)NCc2ccncc2)cc1OC
[25] NS(=O)(=O)c1ccc(NC(=O)NC2CCCCC2)cc1

| assay / entry | 24 | 25 |
| --- | --- | --- |
| PPARg SRC1 recr | -7 | 7 |
| TNAP act hiacc | 1 | 1 |
| bIAP activator | 0.9 | 0.9 |
| PPARg SRC2 recr | -2 | 2 |
| TNAP inh hi DEA | -3 | -2 |
| bIAP inhibitor | 5 | 6 |
| PPARg SRC3 recr | -5 | 10 |
| TR-FRET SRC-2 ct | 1662 | 1763 |
| TNAP inh noacc | -8 | -7 |
| Efa HMGR inh | 1 | -4 |

(listing goes on)
#	SMILES	PPARg SRC1 recr	TNAP act hiacc	bIAP activator	PPARg SRC2 recr	TNAP inh hi DEA	bIAP inhibitor	PPARg SRC3 recr	TR-FRET SRC-2 ct	TNAP inh noacc	Efa HMGR inh
41	COCCNC(=O)c1cc2nc(-c3ccc(F)cc3)cc(C(F)(F)F)n2n1	0	1	1	5	-4	-1	-4	1543	-6	-5
42	O=C(Nc1ccccc1)Nc1ccccc1-n1ccnc1	5	1.1	1	15	-7	4	6	1612	-3	6
43	COc1ccc(/C(O)=C2/C(=O)C(=O)N(CCN(C)C)C2c2ccc(C)cc2)cc1Cl (stereo not drawn)	7	1	1	14	-1	-2	1	1554	-5	-1
44	O=C1CCCc2nc3nc4ccccc4n3cc21	-12	1	1	-5	-4	-1	-7	1576	-5	0
45	Cc1ccc(/C=C/C(=O)Nc2cccnc2)o1	9	1	1.1	12	-4	-6	1	1569	3	0
46	Cc1ccc(S(=O)(=O)N2CCCCC2C(=O)NCc2ccco2)cc1 (stereo not drawn)	4	1	1.1	0	-4	-5	-4	1455	-7	3
47	N#Cc1ccccc1CSc1ccc(-c2nc3ccccc3[nH]2)cn1	22*	1	0.9	33*	-2	8	26*	1850	-28	1
48	CCC1=NN(C(=O)c2cccc(Br)c2)C(O)(c2ccc(Br)cc2)C1 (stereo not drawn)	6	0.9	0.9	4	12	6	5	1603	-16	-8
49	CN(C)CCCNc1oc(-c2ccccc2)nc1C#N	9	1	1.1	5	-5	-7	4	1728	-10	-3
50	C=CCn1c(SCC(=O)NCc2ccccc2)nnc1-c1ccccc1O	-6	1	0.9	-1	3	13	9	1487	-3	6
51	Cc1ccc(C(=O)N2c3ccccc3N(Cc3ccccc3)C(=O)C2(C)C)cc1	2	1.1	1.1	6	-6	-8	-4	1470	-10	-1
52	CCNC(=O)CC1C(=O)N(c2ccc(C)cc2)C(=O)N1CCc1ccc(OC)c(OC)c1 (stereo not drawn)	4	1.1	1	7	-7	-3	4	1562	-16	-3
53	O=S(=O)(NCC(c1cccnc1)N1CCN(c2ccc(F)cc2)CC1)c1ccc(F)cc1 (stereo not drawn)	2	1	0.9	-2	-2	6	5	1469	-16	-3
54	Cc1cccc(-c2n[nH]c(=S)n2Cc2ccccc2)c1	4	1	1.1	7	0	-13	11	1588	-2	-3
55	Cc1ccc(C)c(N2CCN(S(=O)(=O)c3cccc4cccnc34)CC2)c1	4	1	0.9	13	-5	10	1	1671	6	-6
56	Clc1ccc(-c2n[nH]c3c2CCCC3)cc1	-3	1	0.9	-3	-4	12	0	1745	53*	-7
57	NNc1ccc2c(C(F)(F)F)cc(C(F)(F)F)nc2n1	9	1	0.3	-5	-1	/	1	1555	1	-5
58	NC(=O)C(CCC(=O)c1ccc(Br)cc1)S(=O)(=O)c1ccccc1 (stereo not drawn)	6	1	0.9	5	2	6	6	1647	-2	-2
59	O=C(Nc1ccccc1)c1nc2ccccc2s1	6	1	0.5	1	-3	48	-1	1578	-6	-1
60	O=C(Nc1cccnc1)Nc1ccccn1	0	1	0.9	3	-4	11	-11	1667	-12	4
61	COC(=O)c1ccccc1NC(=S)NC(=O)COc1ccccc1	6	1	0.9	5	0	10	5	1420	-9	-3
62	CC1CCN(C(=O)CCCNC(=O)Cn2cnc3sc4c(c3c2=O)CCCC4)CC1	-1	1.1	1.1	-7	-6	-6	-3	1463	-10	0
63	COc1ccc(NC(=S)NC(NC(=O)CCl)C(Cl)(Cl)Cl)c([N+](=O)[O-])c1 (stereo not drawn)	2	0.9	1	0	5	-3	1	1434	5	-2
64	CCN1CCN(CCCN(Cc2ccco2)C(=S)Nc2ccccc2Cl)CC1	-7	1	1	-9	-4	1	0	1389	-3	-3
65	O=C(NC(Cc1ccccc1)C(=O)O)/C(=C\c1ccco1)NC(=O)c1ccco1 (stereo not drawn)	12	1.1	1	2	-7	3	-2	1692	-12	-4
66	Cc1ccccc1OCC(=O)OCC(=O)Nc1cc(C(F)(F)F)ccc1N1CCOCC1	3	1	1	5	0	2	3	1680	-13	-3
